HT1080-NT tox: kills 2HG-producing HT-1080-NT fibrosarcoma cells; Potency, µM (titrated, usually from 46.1 µM), inactives show top-dose activity, negative = less viability, usual class: cytotoxic; AID 686970; 360,000 compounds, 1.6% hits; HT-1080-NT fibrosarcoma viability, CellTiter-Glo ATP luminescence, 48 h;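 note: NT is the 2HG producing partner of a matched IDH1 knockdown line; potency is the fitted concentration of half-maximal effect; 0% = DMSO-treated cells and -100% = media-only wells without cells; nearly all actives have a fitted effect of over 55% in size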
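HT-1080-NT fibrosarcoma cells (2HG-overproducing), 750 cells/well in RPMI with 5% FBS, dosed after 2 h and incubated 48 h at 37C. CellTiter-Glo luminescence normalized to DMSO and no-cell wells; concentration-response curves fitted and classed.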
KB-V1 cytotox: kills drug-selected multidrug resistant KB-V1 cells | KB-V1 MDR cells viability, CellTiter-Glo, 72 h | Potency, µM (titrated, usually from 46.1 µM), for inactives: top-dose activity change, negative = cytotoxicity, actives largely listed as cytotoxic | 400,000 compounds, 3.4% hits | AID 1347076; note: potency is the fitted concentration of half-maximal effect; % is set by controls: 0 for no effect and ±100 for the full control effect; nearly all actives have a fitted effect of over 60% in size
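Readout: CellTiter-Glo luminescence, 10 min after addition. Cells: KB-V1 MDR subline, 72 h at 37 degrees C with compound. Analysis: corrected, normalized data fitted to concentration-effect curves.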
IL-1B inflam inh: inflammasome signaling inhibition, IL-1 beta readout; THP-1 LPS/ATP IL-1B secretion, AlphaLISA, 16 h; hits give low values; activity change, % at 57.5 µM; 360,000 compounds, 4.7% hits; in the data active = activity change below about -50%; inconclusive = mostly about -30% to -49%; note: % is set by controls: 0 for no effect and ±100 for the full control effect
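Secreted IL-1B measured by AlphaLISA bead assay after 16 h compound exposure of THP-1 cells; compounds (final up to 57.5 uM) added 1 h before LPS (250 ng/mL) and ATP (1.25 mM) stimulation; lower signal means less secretion.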
HT1080 IDH1KD tx: toxicity to HT-1080 IDH1 knockdown cells (counter line). HT-1080 IDH1 knockdown viability, ATP luminescence, 48 h. 360,000 compounds, 2% hits. Potency, µM (series often up to 46.1 µM), for the others: at the highest dose activity, negative = toxicity, usual class: cytotoxic;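 note: potency is the fitted concentration of half-maximal effect; 0% = DMSO wells and -100% = cell-free medium wells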
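After a 2 h attachment period, IDH1KD HT-1080 cells took pin-transferred compound for 48 h at 37 °C; ATP-based luminescence after 10 min room-temperature reagent incubation reported viability.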
HEK293 tox: cytotoxicity counter-screen for GLP-1 receptor inverse agonists | HEK293 cAMP-luciferase reporter cells, luminescence, 24 h | 410,000 compounds, 0.13% hits | Potency, µM (top dose mostly 38.3 µM), for the others: at the top dose activity change, negative = inhibition, most hits filed as inhibitors;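 note: loss of luciferase light is scored as toxicity; potency is the fitted concentration of half-maximal effect; % is set by controls: 0 for no effect and ±100 for the full control effect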
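Here, cytotoxicity is scored as loss of luminescence. The MLSMR collection was tested on cells seeded in medium containing 10% Nu serum, with a 24 hr compound exposure preceded by 12 hours of culture.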
SW480 rereplic: induces DNA re-replication in SW480 colon adenocarcinoma cells | SW480 DNA re-replication, Hoechst DNA content imaging, 48 h | Potency, µM (doses to about 46.1 µM), for the others: at the highest dose re-replication activation, most hits filed as activators | 340,000 compounds, 1.8% hits | AID 624297; note: potency is the fitted concentration of half-maximal effect; % of control where 0% means no effect; nearly all actives have a fitted effect of over 55% in size
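Image-based DNA-content assay: after two days of treatment, nuclei were labelled with the DNA dye Hoechst and imaged, and hits were compounds raising the count of nuclei showing high fluorescence intensity.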
MCF10A rereplic: induces DNA re-replication in MCF 10a normal breast cells; AID 624296; Potency, µM (titrated, usually from 46.1 µM), without a hit: top-dose activity, positive = re-replication, hits mostly activators; MCF 10A DNA re-replication, Hoechst nuclear intensity, 48 h; 350,000 compounds, 2.9% hits; note: potency is the fitted concentration of half-maximal effect; % of control where 0% means no effect; nearly all actives have a fitted effect of over 50% in size
KB-3-1 cytotox: kills parental KB-3-1 adenocarcinoma cells; Potency, µM (highest dose often 46.1 µM), inactives show top-dose activity change, negative = cytotoxic, actives largely listed as cytotoxic; KB-3-1 viability, CellTiter-Glo ATP luminescence, 72 h; AID 1347075; 400,000 compounds, 1.4% hits; note: potency is the fitted concentration of half-maximal effect; % is set by controls: 0 for no effect and ±100 for the full control effect; nearly all actives have a fitted effect of over 60% in size
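72 h, 37 °C compound treatment of KB-3-1 parental cells; CellTiter-Glo added, 10 min, luminescence read. Data corrected against DMSO-only plates and normalized before curve fitting.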
DRD3 agonist: D3 dopamine receptor (human) agonism; P35462; D3R DiscoveRx beta-arrestin cells, luminescence, 90 min; max activation, %; 410,000 compounds, 0.58% hits; in the data active = max activation above about 30%; note: 0% is about no effect; mostly tested at two doses, the higher about 12 µM
Target sequence (P35462 whole entry, looked up): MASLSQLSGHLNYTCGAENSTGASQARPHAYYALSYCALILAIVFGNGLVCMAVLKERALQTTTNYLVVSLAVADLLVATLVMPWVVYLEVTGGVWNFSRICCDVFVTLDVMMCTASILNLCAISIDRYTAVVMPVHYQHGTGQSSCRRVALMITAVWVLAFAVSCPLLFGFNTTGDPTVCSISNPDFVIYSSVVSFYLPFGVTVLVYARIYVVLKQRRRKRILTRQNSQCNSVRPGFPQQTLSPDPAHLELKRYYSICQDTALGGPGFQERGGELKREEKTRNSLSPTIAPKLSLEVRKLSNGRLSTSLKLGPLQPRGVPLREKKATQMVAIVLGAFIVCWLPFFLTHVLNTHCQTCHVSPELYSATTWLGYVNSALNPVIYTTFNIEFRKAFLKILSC
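Agonist-mode cell screen: cells plated at 1500/well and incubated overnight at 37 °C, then exposed to library compounds for 90 min at 37 °C. Detection reagent was added for 30–60 min at room temperature, and luminescence was read.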
Active calls of the source: *; ? = inconclusive; . = not tested or not shown; [ ] = another dose, or the depositor's remark. Unless noted, calls come from the whole dose curve; as a rule, active = well fitted curve in the direction sought with a large enough effect; inconclusive = small, poorly fitted or top-dose-only effect, or another doubt; inactive = no such curve, though single readings can be large; an effect the other way counts as inactive or inconclusive.

No.	canonical_smiles	HT1080-NT tox	KB-V1 cytotox	IL-1B inflam inh	HT1080 IDH1KD tx	HEK293 tox	SW480 rereplic	MCF10A rereplic	KB-3-1 cytotox	DRD3 agonist
1	CC(=O)Nc1sc(N/N=C/c2ccc(N(C)C)cc2)nc1-c1ccc(C)cc1	-5%	21%	-18	-6%	0%	-1%	-1%	-17%	-2
2	Cc1cc2c(cc1C)-c1nnnn1C(N1CCCC1)C(=O)N2 (stereo unspecified)	15%	-12%	19	24%	-2%	.	.	11%	5
3	COc1ccc(C2CC(c3ccc(Cl)cc3)=NN2C(C)=O)cc1 (stereo unspecified)	-13%	?	-20	-6%	13%	-2%	10%	-21%	4
4	Cc1ccc2c(Cl)c(C(=O)NC3CC3)sc2c1	0%	0%	?	14%	-4%	1%	4%	16%	4
5	CC(=O)Nc1ccc(NC(=O)CSc2nnc(-c3ccccc3)n2Cc2ccc3c(c2)OCO3)cc1	-2%	-6%	-17	-4%	3%	?	?	3%	-1
6	O=C1c2cccc3c(O)ccc(c23)C(=O)N1Cc1ccccc1	?	3%	57	?	.	-5%	?	-6%	8
7	COCc1cccc(-c2csc(C(O)c3ccccc3)n2)c1 (stereo unspecified)	?	-28%	8	?	3%	.	.	0%	11
8	Cc1ccc(OCc2nnc(SCc3ccc(C#N)cc3)n2-c2ccc(C)cc2)cc1	?	-14%	-19	11µM*	-13%	8%	?	-1%	-23
9	Nc1ncc(Br)cc1S(=O)(=O)NCCC(=O)N1CCN(c2ccccc2)CC1	1%	5%	6	4%	-5%	-2%	2%	1%	0
10	COc1ccc(-c2cn3cc(C(F)(F)F)cc(Cl)c3n2)cc1	?	?	58	?	-28%	18µM*	24%	?	-4
11	COc1ccc(N2C(=O)CC(c3ccccc3)C2=O)cc1 (stereo unspecified)	16%	?	-14	18%	11%	-9%	0%	10%	11
12	CCOc1ccccc1NC(=O)C1CCN(S(=O)(=O)c2cccc3nonc23)CC1	.	0%	.	.	-5%	.	.	0%	2
13	CCC1(c2ccccc2)NC(=O)N(CC(=O)Nc2cc(C(F)(F)F)ccc2N2CCCC2)C1=O (stereo unspecified)	4%	?	-6	4%	19%	1%	5%	8%	1
14	CCCNC(=O)c1nn2cc(Br)cnc2c1Br	5%	9%	5	7%	-16%	-54%[inhibitor]	11%	-6%	2
15	CCN(CCCNC(=O)c1ccc(N2CCCC2=O)cc1)c1cccc(C)c1	-3%	?	-20	-24%	-19%	0%	2%	?	0
16	O=C(C1CCN(S(=O)(=O)N2CCCC2)CC1)N1CCCCC1	13%	-19%	-2	5%	16%	?	-6%	-2%	3
17	C/C(CC1(O)C(=O)N(C)c2ccccc21)=N\O (stereo unspecified)	2%	8%	-17	1%	2%	3%	1%	-1%	-7
18	CCOc1ccc(-c2cc(C(=O)NC(C)c3ccccc3)c3ccccc3n2)cc1 (stereo unspecified)	.	1%	.	.	2%	.	.	-6%	8
19	Cc1nc2c(sc(=S)n2Cc2ccco2)c(=O)n1CC(=O)Nc1ccccc1	7%	0%	0	10%	-7%	?	?	-17%	-14
20	CCN(Cc1ccccc1)c1ncnc2c1nnn2C	.	-20%	.	.	-5%	.	.	-3%	-6
21	Cc1cc(=O)[nH]c2ccc(S(=O)(=O)Nc3ccc(O)cc3)cc12	-2%	9%	29	3%	2%	-9%	-2%	3%	6
22	FC(F)C(F)(F)Oc1cccc(Nc2nccn3c(-c4cccc5cccnc45)cnc23)c1	-17%	-11%	-20	?	-13%	.	.	?	-7
23	COCCCNc1nc2ccccc2nc1NS(=O)(=O)c1cccc(Cl)c1	-17%	6%	21	4%	-13%	-1%	1%	-1%	-3
24	CCCCn1c(N)c(N(CC(C)C)C(=O)c2ccc(-c3ccc([N+](=O)[O-])cc3)o2)c(=O)[nH]c1=O	4%	1%	0	-3%	-8%	-2%	9%	2%	6
25	COc1cc(NC(=O)C(C)Oc2ccccc2)cc(OC)c1 (stereo unspecified)	2%	-11%	-5	10%	3%	1%	-3%	-6%	-2
26	O=C(c1cccc(C(F)(F)F)c1)N1CCC(O)(CS(=O)(=O)Cc2ccccc2)CC1	-1%	-13%	8	-7%	2%	-13%	0%	20%	2
27	O=C(Cc1ccc(-c2ccccc2)cc1)NCCN1CCOCC1	-13%	-3%	0	-4%	18%	2%	-3%	1%	1
28	COc1ccc(OC)c(CNC(=O)c2cc(S(=O)(=O)N3CCC(C)CC3)cn2C)c1	.	?	.	.	3%	.	.	-21%	1
29	Nc1nonc1C(=O)N/N=C/c1cccc([N+](=O)[O-])c1	15%	25%	4	22%	5%	2%	0%	18%	9
30	COC(=O)C1=C(C)OC(N)=C(C#N)C1c1cc(OC)c(OCC(N)=O)cc1Cl (stereo unspecified)	7%	-29%	20	1%	-4%	-13%	7%	-3%	1
31	CCOC(=O)CC(NC(=O)CCS(=O)(=O)c1ccc2c(c1)n(C)c(=O)c(=O)n2C)c1ccc(C)cc1 (stereo unspecified)	-2%	?	0	9%	0%	-7%	0%	3%	0
32	Cc1nc(Oc2ccccc2C)c2oc3ccccc3c2n1	.	2%	.	.	-3%	.	.	0%	6
33	COc1ccc(NC(=O)Cn2c(=O)n(Cc3ccccc3)c(=O)c3oc4ccccc4c32)cc1Cl	.	0%	.	.	-8%	.	.	1%	2
34	C/C=C/C(=O)OCC(=O)NC(=O)NC(C)C	-2%	8%	-5	-9%	-4%	-2%	0%	12%	1
35	COc1c(S(=O)(=O)NCCN2CCOCC2)ccc(Cl)c1Cl	-6%	-25%	-10	3%	11%	14%	?	-2%	1
36	CC(=O)c1cn(CC(=O)Nc2c(C)cccc2C)c2ccccc12	-7%	-34%	-15	?	-20%	1%	1%	?	5
37	Cc1cc(NC(=O)c2cc3nc(C4CC4)cc(C(F)(F)F)n3n2)no1	-3%	1%	-17	-18%	-7%	-6%	-3%	12%	4
38	CCC(C)[C@H](NC(=O)NCc1cccc(OC)c1)C(=O)O (stereo partly specified)	4%	0%	9	4%	-9%	-13%	0%	-1%	-1
39	O=C(NCCc1ccccn1)c1cc(-c2ccc(Cl)cc2)nc2ccccc12	-2%	?	-13	-8%	-3%	.	?	-21%	-7
40	Cc1ccc(Nc2nc(-c3ccccc3)nc3ccccc23)cc1	.	?	.	.	0%	.	.	-29%	2
41	O=C(O)CCC(=O)N1CCOc2ccc(Cl)cc21	-5%	5%	-7	1%	-1%	1%	-1%	0%	-8
42	Cc1cccc2nc(Cn3c(=O)n(CCC(=O)NCc4ccco4)c(=O)c4sccc43)cc(=O)n12	2%	1%	0	0%	0%	-4%	-3%	0%	1
43	c1ccc(CC(Cc2ccccc2)c2ccccn2)cc1	8%	7%	-6	0%	-8%	-9%	-1%	4%	2
44	CCOC(=O)[C@H]1[C@H]2COc3ccc(Cl)cc3[C@@H]2N2C(=O)c3cc(F)c(F)cc3NC(=O)[C@@]12C	-6%	?	-72*	?	6%	7%	-5%	23µM*	-8
45	CCCC(=O)NCC1(N(C)C)CCCCC1	.	0%	.	.	2%	.	.	?	-28
46	CC(Sc1nc(N)cc(N)n1)C(=O)Nc1ccc(N2CCOCC2)cc1 (stereo unspecified)	?	?	10	2%	2%	-9%	-8%	8%	-17
47	CCOc1ccc(S(=O)(=O)N2Cc3ccccc3CC2C(=O)O)cc1 (stereo unspecified)	11%	18%	-1	-2%	2%	23%	4%	0%	-3
48	COc1ccc(S(=O)(=O)N2Cc3ccccc3CC2C(=O)O)cc1 (stereo unspecified)	-6%	4%	-3	-5%	-18%	-21%	-1%	15%	0
49	O=C(CCC(=O)N1CCN(c2ccccc2F)CC1)c1ccc(Cl)s1	1%	6%	12	0%	7%	2%	3%	18%	-6
50	Nn1c(=O)[nH]c2c([nH]c3ccccc32)c1=O	-4%	-2%	0	-6%	-4%	-3%	?	-3%	1
51	CC(/C=N/NC(=O)C(O)c1ccccc1)=C\c1ccccc1 (stereo unspecified)	-11%	4%	?	-11%	7%	0%	-2%	1%	-12
52	CCN(CC)CC(=O)Nc1cccc(S(=O)(=O)N2CCCC2)c1	-14%	5%	5	-3%	5%	?	-4%	0%	-19
53	Cc1ccc(-c2nnc(SCC(=O)N/N=C/c3ccccc3C(=O)O)n2C2CCCCC2)cc1	2%	?	-4	20%	-3%	5%	5%	?	1
54	CCc1cccc(C)c1NC(=S)NCC(c1cccnc1)N1CCOCC1 (stereo unspecified)	17%	-26%	15	17%	1%	-2%	-5%	23%	-1
55	Cc1ccc(S(=O)(=O)n2nc(-c3ccco3)nc2N)cc1	-1%	-3%	22	-13%	4%	-4%	1%	2%	2
56	Clc1ccc(N2CCN(/N=C/c3cccnc3)CC2)cc1	5%	-11%	?	7%	3%	-1%	-10%	-18%	5
57	CCOC(=O)C1=NN(c2ccc(C)cc2)CC1C(=O)OC (stereo unspecified)	9%	?	16	1%	33%[activator]	?	?	1%	1
58	Cc1ccc(SCCCn2cnc3ccccc3c2=O)cc1	-11%	?	46	-19%	1%	-1%	21%	-26%	7
59	COc1ccc(CC(=O)N2CCN(c3ccc(F)cc3)CC2)cc1	22%	-4%	19	29%	-3%	-7%	2%	9%	-9

Among those listed so far, 2 contain a nitro group on carbon.
No.	canonical_smiles	HT1080-NT tox	KB-V1 cytotox	IL-1B inflam inh	HT1080 IDH1KD tx	HEK293 tox	SW480 rereplic	MCF10A rereplic	KB-3-1 cytotox	DRD3 agonist
24	CCCCn1c(N)c(N(CC(C)C)C(=O)c2ccc(-c3ccc([N+](=O)[O-])cc3)o2)c(=O)[nH]c1=O	4%	1%	0	-3%	-8%	-2%	9%	2%	6
29	Nc1nonc1C(=O)N/N=C/c1cccc([N+](=O)[O-])c1	15%	25%	4	22%	5%	2%	0%	18%	9
